# High-throughput results (PubChem BioAssay)
# GLD-1 TGE inh: GLD-1/TGE RNA complex disruptors, primary screen, biochemical, fluorescence polarization. Female germline-specific tumor suppressor gld-1 (Caenorhabditis elegans), Q17339. purified GLD-1 + fluorescein TGE RNA. inhibition, % at 5.96 µM. hit rate 0.44% among 320,000. AID 2280, 2010;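 active = percent inhibition above a per-plate cutoff, the plate mean of test compounds plus 3 SD, cut at about 30% in these data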;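 also: 0% = DMSO wells with GLD-1 and probe and 100% = wells lacking GLD-1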
# Bcl-xL primary: inhibitors of human Bcl-xL, primary screen, biochemical, fluorescence polarization, HTS; Bcl-2-like protein 1 (Homo sapiens), Q07817; GST-Bcl-xL / FITC-Bim BH3 peptide fluorescence polarization; inhibition, % at 10.9 µM; hit rate 0.7% among 320,000; AID 2129, 2009;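 active = inhibition above the mean of all tested compounds plus 3 SD, cutoff set per campaign, cut at about 30% in these data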;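 also: 0% = DMSO wells and 100% = unlabeled Bim-BH3 peptide competitor; inhibitors lower millipolarization by displacing the labeled peptide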
# MEX-5 binding: MEX-5 zinc finger RNA-binding disruptors – biochemical, C. elegans, fluorescence polarization, MLPCN library, primary screen | activity score (negative = inhibition of binding), % at 10 µM | hit rate 0.38% among 300,000 | Zinc finger protein mex-5 (Caenorhabditis elegans), Q9XUB2 | MEX-5/FITC-TCR2 RNA binding; stronger effect = lower value;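 active = inhibition past about -25% in most replicates, and total fluorescence under double the plate's negative control median, limit read from the data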;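 also: 0% = DMSO and -100% = 5 µM competing unlabeled TCR2 RNA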
# Target sequence (Q9XUB2 whole entry, looked up): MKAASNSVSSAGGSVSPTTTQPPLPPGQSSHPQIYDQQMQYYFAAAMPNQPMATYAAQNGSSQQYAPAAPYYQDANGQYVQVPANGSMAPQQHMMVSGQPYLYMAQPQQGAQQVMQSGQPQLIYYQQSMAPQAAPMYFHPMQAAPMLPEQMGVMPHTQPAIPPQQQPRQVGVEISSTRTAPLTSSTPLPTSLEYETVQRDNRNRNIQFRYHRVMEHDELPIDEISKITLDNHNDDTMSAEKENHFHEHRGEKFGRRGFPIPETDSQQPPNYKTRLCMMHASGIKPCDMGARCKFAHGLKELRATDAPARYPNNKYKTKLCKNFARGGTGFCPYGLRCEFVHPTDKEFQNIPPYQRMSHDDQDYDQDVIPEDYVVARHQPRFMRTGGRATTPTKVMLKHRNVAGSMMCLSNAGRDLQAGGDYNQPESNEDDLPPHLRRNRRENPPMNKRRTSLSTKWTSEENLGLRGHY
# TPT1 inhibitor: Candida albicans TPT1 enzyme inhibitors, primary screen, biochemical, fluorescence polarization; recombinant caTPT1, FP RNA substrate dephosphorylation; inhibition, % at 5 µM; hit rate 0.81% among 300,000; AID 1962, 2009;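 active = inhibition above the mean of all tested compounds plus 3 SD, set per screening campaign, cut at about 24% in these data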;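 also: plate controls were DMSO alone for no effect and ferristatin control at 100 nM for full effect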
# GSTO1 inh: inhibitors of recombinant GSTO1, primary screen, counter-screen for RBBP9 inhibitor project, biochemical, fluorescence polarization | Glutathione S-transferase omega-1 (Homo sapiens), P78417 | activity-based probe fluorescence polarization | inhibition, % at 5.96 µM | hit rate 1.1% among 300,000 | AID 1974, 2009;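 active = inhibition above the campaign mean inhibition plus 3 SD, cut at about 35% in these data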;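 also: 0% = GSTO1-1 with DMSO and 100% = wells lacking GSTO1-1 enzyme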
# Target sequence (P78417 whole entry, looked up): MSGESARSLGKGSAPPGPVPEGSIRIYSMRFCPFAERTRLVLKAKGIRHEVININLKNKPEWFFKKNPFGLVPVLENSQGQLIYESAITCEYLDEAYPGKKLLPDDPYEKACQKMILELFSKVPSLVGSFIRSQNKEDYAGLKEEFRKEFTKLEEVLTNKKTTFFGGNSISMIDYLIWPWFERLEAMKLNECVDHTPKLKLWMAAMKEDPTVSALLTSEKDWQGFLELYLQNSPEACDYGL
# MCL1-BIM inh: inhibitors of MCL1 binding to BIM-BH3, primary screen, biochemical, fluorescence polarization. Induced myeloid leukemia cell differentiation protein Mcl-1 (Homo sapiens), Q07820. GST-MCL1 / FITC-Bim-BH3 fluorescence polarization. inhibition, % at 10.9 µM. hit rate 0.68% among 320,000;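 active = inhibition above the mean inhibition of all tested compounds plus 3 SD, set per campaign, cut at about 40% in these data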;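 also: 0% = DMSO wells and 100% = unlabeled Bim-BH3 peptide control; higher means more loss of mP so more displacement of Bim peptide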
# Fam108B inh: mouse Fam108B serine hydrolase inhibitors, primary screen, counter-screen for RBBP9 inhibitor project, biochemical, fluorescence polarization. inhibition, % at 9.51 µM. recombinant Fam108B, FP-Rh probe fluorescence polarization. hit rate 0.33% among 300,000;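 active = inhibition above the screen mean inhibition plus 3 SD, computed separately per campaign, cut at about 18% in these data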;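 also: inhibitors lower polarization as less probe binds the enzyme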
# PME-1 primary: PME-1 inhibitors via competitive probe labeling, primary screen, biochemical, fluorescence polarization, FP-Rh probe, HTS; Protein phosphatase methylesterase 1 (Homo sapiens), Q9Y570; recombinant PME-1; inhibition, % at 5.9 µM; hit rate 0.53% among 320,000;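 active = inhibition above the campaign mean of all compounds plus 3 SD, cut at about 26% in these data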;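 also: competitive labeling of PME-1 active site by serine hydrolase directed probe; 0% = PME-1 with DMSO and 100% = wells lacking PME-1 enzyme; inhibitors block probe labeling so polarization falls and inhibition rises; many of its hits are not listed in these tables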
# Target sequence (Q9Y570 whole entry, looked up): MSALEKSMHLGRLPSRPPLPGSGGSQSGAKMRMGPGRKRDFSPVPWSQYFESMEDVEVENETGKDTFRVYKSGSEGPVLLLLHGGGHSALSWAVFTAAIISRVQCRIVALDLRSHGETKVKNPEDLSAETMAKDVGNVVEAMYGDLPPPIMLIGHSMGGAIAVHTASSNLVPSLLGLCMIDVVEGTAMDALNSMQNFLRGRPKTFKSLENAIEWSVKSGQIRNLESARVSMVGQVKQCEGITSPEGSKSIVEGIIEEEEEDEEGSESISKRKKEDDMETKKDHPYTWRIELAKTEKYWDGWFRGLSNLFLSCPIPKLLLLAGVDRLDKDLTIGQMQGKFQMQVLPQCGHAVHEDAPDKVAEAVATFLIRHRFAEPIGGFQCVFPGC
# PAD4 inh: human PAD4 inhibitors, primary screen, biochemical, fluorescence polarization, 1536-well format; AID 485272, 2010; recombinant PAD4, RCA probe fluorescence polarization; hit rate 0.41% among 330,000; inhibition, % at 6.36 µM; Protein-arginine deiminase type-4 (Homo sapiens), Q9UM07;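 active = percent inhibition above a cutoff equal to the mean of all tested compounds plus 3 SD, cut at about 15% in these data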;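 also: 0% = PAD4 with RCA probe and DMSO and 100% = probe without PAD4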
# * hit, by the source's call; nt = no result given. This is a subset. The share of hits here may be higher or lower than overall.
SMILES,GLD-1 TGE inh,Bcl-xL primary,MEX-5 binding,TPT1 inhibitor,GSTO1 inh,MCL1-BIM inh,Fam108B inh,PME-1 primary,PAD4 inh
COc1ccc(Cc2c(O)nc(SCC(=O)N3CCOCC3)[nH]c2=O)cc1,1,2,1.3,5,7,-1,-1,-1,-2
NC(=O)COc1ccc2cc(-c3ccc(F)cc3)c(=O)oc2c1,-1,1,0.5,3,-4,-6,-6,-5,-1
CCOC(=O)c1ccccc1NC(=S)N1CCC(C(N)=O)CC1,4,3,-0.7,-5,20,12,-4,5,0
Cc1ccc(CCNC(=O)C2CCC(CNc3c(N4CCC(C)CC4)c(=O)c3=O)CC2)cc1 (stereo not drawn),5,2,-5.1,-1,-4,0,-3,0,-2
O=C(NNC(=O)c1ccccc1Cl)c1cccs1,4,2,1.4,2,3,3,-1,-5,-2
COc1ccc(-c2nc(SCC(=O)N(CC(C)C)c3c(N)n(Cc4ccccc4)c(=O)[nH]c3=O)n[nH]2)cc1,-1,-6,5.3,4,-9,-8,-6,-3,-2
COc1ccc(OCc2cc(C(=O)N3CCCCCCC3)no2)c(Cl)c1,-10,4,1.7,2,-5,8,2,5,-1
O=C(Nc1ccccc1C(=O)N1CCCCCC1)c1cccc([N+](=O)[O-])c1,4,-3,1.5,-4,-4,-3,-5,15,1
Cc1ccc(CNC(=O)C2CCN(c3nc(C)cc(C)n3)CC2)cc1,7,7,-0.2,1,12,2,1,0,3
COC(=O)C1CCC(=S)N1C(=O)c1ccccc1 (stereo not drawn),0,6,0.4,-1,-1,3,3,6,2
COc1ccc(CCNC(=O)CS(=O)Cc2nc(-c3ccc(C)cc3)oc2C)cc1OC (stereo not drawn),2,3,3.0,-2,-2,2,1,3,0
CN(C(=O)CSc1ncnc2ccccc12)C1CCS(=O)(=O)C1 (stereo not drawn),-2,4,nt,nt,nt,10,nt,2,5
CC(=O)N1CCN(C(=O)c2cccc(S(=O)(=O)N3CCN(c4ccc(F)cc4)CC3)c2)CC1,6,3,0.2,-6,0,2,0,4,6
COC(c1ccccc1)c1nnc(CCC(=O)NCc2ccc3ncccc3c2)o1 (stereo not drawn),6,0,-0.2,-1,3,3,3,3,-7
O=C(COC(=O)c1cccc([N+](=O)[O-])c1)Nc1ccc(Cl)cn1,7,4,-3.3,0,8,9,0,4,2
O=C(CC1SC(=Nc2ccccc2F)N(CCN2CCOCC2)C1=O)Nc1ccc(F)cc1F (stereo not drawn),-8,6,0.2,-3,9,5,-1,1,-5
Cc1cc(C)c(S(=O)(=O)N2CCCCC2CCNC(=O)C(=O)NCc2ccccn2)c(C)c1 (stereo not drawn),-4,4,-1.4,-2,6,-1,3,1,0
C/C(CC(=O)Nc1cccc2c1CCCC2)=N\NC(=O)Cc1ccccc1,3,0,2.0,2,2,4,-1,0,3
CC(=O)Nc1ccc(NC(=O)COC(=O)[C@@H](NC(=O)c2ccc(F)cc2)C(C)C)cc1,-7,-2,-2.0,1,-11,0,0,-3,-4
Cc1ccc(-c2csc3nnc(SCC(=O)Nc4nsc(-c5ccccc5)n4)n23)cc1,2,0,-0.1,-1,5,-1,-7,-6,0
O=C(NC(C(=O)NCCN1CCOCC1)C12CC3CC(CC(C3)C1)C2)C1CCCCC1 (stereo not drawn),1,4,2.1,-1,2,10,-1,1,3
CC(=O)N1CCN(C(=S)c2ccc(N(C)C)cc2)CC1,7,5,-4.9,-1,-10,7,1,8,-5
Cc1ccc2c(cnn2C(=O)CCC(=O)NC2CCCCC2)c1,-2,-2,-0.2,-3,3,6,1,2,-2
COc1ccc(S(=O)(=O)Nc2ccc3c(c2)OCO3)cc1OC,2,3,-1.2,1,9,7,1,2,-2
Cc1c(Br)c([N+](=O)[O-])nn1CC(=O)NCC1CCCO1 (stereo not drawn),-9,7,-0.8,-4,9,0,0,1,0
# Next part
SMILES,GLD-1 TGE inh,Bcl-xL primary,MEX-5 binding,TPT1 inhibitor,GSTO1 inh,MCL1-BIM inh,Fam108B inh,PME-1 primary,PAD4 inh
C/C(=N/NC(=O)c1ccc(Br)o1)c1cccc(NC(=O)c2ccc(C)o2)c1,-2,5,-2.4,1,-3,11,3,-4,-2
COc1cc(NC(=O)c2ccccc2)c(OC)cc1NC(=O)CN1CCCCC1,4,-1,-0.1,-3,4,-2,2,2,2
COc1ccccc1-c1nc(-c2ccccc2)nc(N2CCN(C)CC2)c1C#N,5,7,-0.4,-3,-7,4,-4,1,3
O=C(O)CC1(CC(=O)Nc2cc(C(F)(F)F)cc(C(F)(F)F)c2)CCCCC1,1,3,-0.2,-3,-5,4,-1,-2,-2
Cc1cc(C)nc(NC(=O)CN2C(=O)c3ccccc3C2=O)n1,10,3,1.3,2,1,3,3,-2,2
COc1cc(/C=N/n2c(-c3ccc4c(c3)NC(=O)CO4)csc2=Nc2cccc(C)c2)ccc1O,-13,4,1.5,-1,-1,2,21*,9,4
Cc1nc(-c2ccc(NC(=O)/C=C\C(=O)O)cc2)cs1,-3,1,2.7,2,-3,-1,1,-2,-2
COc1ccc(C(=O)Nc2ccnn2C2CCN(Cc3ccc4nonc4c3)CC2)cc1,-5,2,-1.4,0,2,-4,1,7,-1
O=C(CSc1ncc(C(F)(F)F)cc1Cl)N1CCN(S(=O)(=O)c2ccc3ccccc3c2)CC1,5,-3,2.0,0,-3,1,-5,0,-11
CCn1ccc(C(=O)Nc2c(C)nn(Cc3c(F)c(F)c(F)c(F)c3F)c2C)n1,3,-2,-1.5,-2,-2,0,3,-6,-2
O=C(NC(C1CC1)C1CC1)C1CCC(=O)N(CCCN2CCCC2=O)C1 (stereo not drawn),3,-2,-3.7,4,0,-1,4,-7,2
Clc1cccc(Cl)c1CSc1cc2c(nn1)-c1ccccc1CC2,0,7,-0.1,-3,0,-3,-4,0,-2
CN1C(=O)c2ccccc2C(C(=O)NCCCN2CCCC2)C1c1c[nH]c2ccccc12 (stereo not drawn),3,-3,3.1,-2,2,-1,-5,0,0
CCOC(=O)N1CCN(C(=O)COC(=O)Cc2ccc(OC)cc2)CC1,10,0,0.2,2,9,-4,-4,-3,-1
O=C(N1CCOCC1)C1(S(=O)(=O)c2ccccc2)CC=CC1,8,-1,1.1,-2,1,-1,2,1,4
Cc1ccc(NS(=O)(=O)c2ccc(Br)cc2)nc1,-9,2,-2.0,4,8,1,2,-5,-6
COc1ccc(NC2=C(Cl)C(=O)N(c3ccccc3)C2=O)c(OC)c1,3,5,1.1,-4,12,10,8,11,-6
COc1cccc(OCCn2ccnc2)c1,1,-3,1.1,-3,5,1,1,0,-3
O=[N+]([O-])c1cccc(/C=N/n2c(-c3cccnc3)n[nH]c2=S)c1,2,-29,-1.2,-4,4,-17,4,-1,0
CCC(=O)N1CCc2cc(S(=O)(=O)CCC(=O)N(C)c3ccc(OC)cc3)ccc21,3,8,1.0,-3,3,0,-2,-6,-1
CC(=O)c1ccc(NS(=O)(=O)c2ccc3ccccc3c2)cc1,3,6,-0.2,-1,8,9,-2,-7,3
Cc1nc(C)c(C(=O)N(c2ccc(F)cc2)C(C(=O)NCC2CCCO2)c2ccccc2)s1 (stereo not drawn),-7,2,-0.6,-1,5,5,-2,0,0
O=C(c1ccc(NC(=S)Nc2ccc(F)cc2F)cc1)N1CCOCC1,4,5,1.3,2,3,4,-3,0,-3
O=c1oc(-c2cccs2)nc2ccccc12,-2,2,-1.9,-2,-8,1,3,-8,4
O=C(NCCc1ccc(Cl)cc1)C1COc2ccccc2O1 (stereo not drawn),-3,2,1.7,-1,6,-3,-1,4,5
# Next part:
SMILES,GLD-1 TGE inh,Bcl-xL primary,MEX-5 binding,TPT1 inhibitor,GSTO1 inh,MCL1-BIM inh,Fam108B inh,PME-1 primary,PAD4 inh
O=C(NCCCCNC(=O)c1cccnc1Cl)c1cccnc1Cl,-1,-1,0.0,-1,-4,3,-1,-2,2
O=C(O)Cn1cc(C(=O)C2CC2)c2ccccc21,5,5,0.9,-3,-5,9,-1,-1,-2
C#CCNC(=O)C1=C[C@H](c2ccc(Br)cc2)[C@@H](CCCO)[C@H](OCC)O1,2,-1,2.3,0,8,-4,0,-3,0
COCCn1c(SCC(=O)NCCc2ccc(OC)c(OC)c2)nc2c([nH]c3ccccc32)c1=O,7,3,-2.3,0,6,-3,1,-3,-4
O=C(NCCN1C(=O)S/C(=C\c2cccnc2)C1=O)c1cc(S(=O)(=O)N2CCOCC2)ccc1F,-1,4,-1.6,2,0,2,-3,0,-4
COCCNC(=O)C1Cc2c(ccc3ccccc23)O1 (stereo not drawn),6,2,1.4,0,6,-5,-2,-6,-1
O=C(Cc1c(F)cccc1Cl)Nc1ccon1,1,1,-1.4,0,0,7,0,4,6
COc1ccc(Br)cc1/C=N/NC(=O)c1nc(-c2ccccc2)n2c1CCCCC2,-2,3,0.8,-1,1,-3,-17,-4,0
CC1(C)Oc2ccc(C(=O)NC3CC3)cc2N(CC(=O)N2CCOCC2)C1=O,4,1,2.3,2,0,3,-3,-5,-1
CC1(C)C(=O)Nc2ccccc2N1C(=O)COC(=O)Cn1cnc2ccccc2c1=O,3,3,-1.7,-3,-4,4,1,1,1
O=C1CCC(=O)N1CN(C(=O)c1ccco1)c1ccccc1,9,5,1.7,-2,6,0,-1,-9,2
CCOC(=O)c1c(C)nc(C)c(C(=O)OCC)c1-c1ccc(OC)cc1,-3,2,-1.3,-3,-2,-5,3,2,-3
Cc1ccccc1CC1(CO)CCCN(Cc2ccccc2Cl)C1 (stereo not drawn),0,3,4.4,-1,-2,3,-1,-2,-8
CC(C)C(=O)Nc1ccc(Nc2ccccc2)cc1,-2,6,-1.3,0,1,4,4,2,2
CCOC(=O)C1=NN(c2ccccc2)C2=NC(C)=C(C(=O)OC)C(c3ccc(C)cc3)N12 (stereo not drawn),3,4,-4.7,-3,-2,3,-3,1,-1
COc1ccc(/C=C(\C#N)c2nc3ccc(C)cc3[nH]2)cc1Oc1ccc(C(F)(F)F)cc1[N+](=O)[O-],2,-4,-58*,8,-1,-13,-2,2,-2
O=C(c1cccc(S(=O)(=O)N2CCCCC2)c1)N1CCc2ccccc21,-2,3,2.4,-1,3,1,-2,0,-1
O=C1CC(NCc2ccc3c(c2)OCO3)C(=O)N1CCc1ccccc1 (stereo not drawn),6,3,0.3,-2,2,7,1,-5,0
COC(=O)c1ccccc1NC(=S)N(Cc1ccc2c(c1)OCO2)Cc1cc2ccc(OC)cc2[nH]c1=O,3,1,-1.9,0,-11,7,-22,-37,-5
CC(C)COc1ccc(C(=O)NCc2ccco2)cc1,-2,0,1.9,0,1,-1,4,-6,-5
O=C(NNC(=O)C1CCCCC1)c1ccc(Br)cc1,-3,5,-2.7,-1,7,17,-2,1,-7
O=C(CN1CCC(Cc2ccccc2)CC1)NC(=O)NC1CCCCC1,1,0,0.8,1,10,3,0,-3,1
